D1 ag – activates the human D1 dopamine receptor; activation, % at 2 µM; AID 504660; actives 1% (n = 360,000); HEK293 T-REx D1 cells, calcium flux, agonist mode; P21728; further: 0% is about no effect
Target sequence (P21728 whole entry, looked up): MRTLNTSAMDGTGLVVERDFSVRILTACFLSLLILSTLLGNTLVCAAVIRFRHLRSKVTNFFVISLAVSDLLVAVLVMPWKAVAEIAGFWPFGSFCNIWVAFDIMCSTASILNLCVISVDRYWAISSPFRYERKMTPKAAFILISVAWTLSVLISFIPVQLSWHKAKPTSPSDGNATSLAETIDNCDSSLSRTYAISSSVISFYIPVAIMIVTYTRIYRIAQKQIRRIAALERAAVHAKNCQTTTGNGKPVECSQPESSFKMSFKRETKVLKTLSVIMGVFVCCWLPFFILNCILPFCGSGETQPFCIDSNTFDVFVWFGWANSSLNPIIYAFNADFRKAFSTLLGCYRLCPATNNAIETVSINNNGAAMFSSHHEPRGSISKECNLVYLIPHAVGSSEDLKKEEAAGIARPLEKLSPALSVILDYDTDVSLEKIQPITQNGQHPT
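Agonism was scored from calcium flux recorded over 180 s (1 read/s) after pintool compound addition, following a 10-cycle baseline. Cells were inducible force-coupled HEK293 TREx D1, plated overnight at 30 C and loaded with no-wash calcium dye.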
D2 antagonist – antagonizes the human D2 dopamine receptor; AID 485344; P14416; actives 2% (n = 340,000); HEK293 TREx D2 cells, calcium flux, dopamine EC80; inhibition, % at 10 µM; in the data active means inhibition above about 30%; further: 0% is about no effect
Target sequence (P14416 whole entry, looked up): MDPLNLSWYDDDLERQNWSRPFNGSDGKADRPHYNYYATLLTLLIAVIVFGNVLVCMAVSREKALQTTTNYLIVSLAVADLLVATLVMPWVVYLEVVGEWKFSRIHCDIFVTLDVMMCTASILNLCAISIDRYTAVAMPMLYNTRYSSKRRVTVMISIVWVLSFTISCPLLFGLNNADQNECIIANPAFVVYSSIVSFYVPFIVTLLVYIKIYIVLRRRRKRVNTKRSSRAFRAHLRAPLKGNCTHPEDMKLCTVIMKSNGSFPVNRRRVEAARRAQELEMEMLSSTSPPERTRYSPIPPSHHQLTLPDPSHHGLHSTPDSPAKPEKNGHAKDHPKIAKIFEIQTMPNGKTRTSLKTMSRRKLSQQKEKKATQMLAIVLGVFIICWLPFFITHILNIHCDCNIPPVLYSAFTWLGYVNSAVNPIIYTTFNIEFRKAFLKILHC
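Antagonism is scored as inhibition of an EC80 dopamine-evoked calcium signal in a force-coupled, tetracycline-inducible HEK293 T-REx D2 line, with compound present 180 s before agonist.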
RXFP1 antag – blocks the human relaxin receptor RXFP1; activity change, negative = inhibition, % at 57.5 µM; Q9HBX9; actives 0.59% (n = 350,000); HEK293-RXFP1, relaxin-stimulated cAMP HTRF, 30 min; active compounds read low;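 active means activity change of -60% or lower, but not beyond a set lower limit; inconclusive means change between -60% and -40%, or beyond the set limit; inactive means change above -40%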; further: on the % scale 0 is the no-effect control and ±100 the full control effect
D2 ag – activates the human D2 dopamine receptor. P14416. HEK293 T-REx D2 cells, calcium flux agonist mode. activation, % at 2 µM. actives 0.53% (n = 340,000). AID 485358;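 active means activation over 3 SD above normal in the single-dose calcium agonist read, cut at about 30% in these data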; further: 0% is about no effect
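In this primary screen, compounds producing a positive calcium signal within 180 s of addition to tetracycline-induced, force-coupled HEK293 Trex D2 cells are flagged; cells are dye-loaded with a no-wash calcium kit beforehand.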
D2 PAM – D2 dopamine receptor (human) potentiation; P14416; HEK293 T-REx D2, calcium flux, EC20 dopamine potentiation; potentiation, % at 10 µM; actives 0.34% (n = 340,000);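 active means potentiation over 3 SD above the plate norm, cut at about 30% in these data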; further: 0% is about no effect
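Potentiation of an EC20 dopamine calcium response is measured in a force-coupled, tetracycline-inducible Hek293 Trex D2 line. Compound-only kinetic reads over 180 s flag agonists before dopamine addition.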
D1 PAM – enhances dopamine response at the human D1 receptor; P21728; HEK293 TREx D1 cells, calcium flux, dopamine EC20 potentiation; potentiation, % at 10 µM; actives 0.036% (n = 360,000); AID 504651; in the data active means potentiation above about 30%; further: 0% is about no effect
TRHR agonist – activates the human TRH receptor | actives 0.18% (n = 360,000) | P34981 | activation, % at 2 µM | TRHR cells, calcium flux fluo-8, FDSS agonist mode | AID 493084; further: 0% is about no effect
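TRHR-expressing cells loaded with fluo-8 calcium dye; 23 nL library compound pin-transferred, kinetic FDSS fluorescence (Ex 480/Em 530) recorded about 180 s for agonist-induced calcium release, before a 10 nM TRH EC20 addition for potentiator mode.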
TRHR PAM – TRH receptor (human) allosteric enhancement | enhancement, % at 2 µM | actives 0.66% (n = 360,000) | TRHR cells, fluo-8 calcium fluorescence, EC20 TRH enhancement | AID 493056 | P34981; in the data active means enhancement above about 30%; further: 0% is about no effect
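Enhancer read-out: after compound pinning and an initial kinetic agonist-mode read, an EC20 of TRH (10 nM final) was injected and fluo-8 calcium signal (Ex 480/Em 530) followed at 1 s/cycle for 100 cycles in TRHR-expressing cells.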
D1 antag – human D1 dopamine receptor antagonism; activity change, negative = inhibition, % at 10 µM; AID 504652; HEK293 TREx D1 cells, calcium flux, dopamine EC80; active compounds read low; P21728; actives 3.2% (n = 360,000); in the data active means activity change below about -30%; further: on the % scale 0 is the no-effect control and ±100 the full control effect
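Tetracycline-induced HEK293 T-REx cells with force-coupled D1 receptor were loaded with a no-wash calcium dye. Compound was added after a 10 s baseline and read kinetically for 180 s; EC80 dopamine was then added and calcium flux followed another 180 s.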
* = called active by the depositor; ? = inconclusive; nt = not tested or not shown; & = joins results of further samples. Unless noted, no stated cut-off is given here; in the data, active means activation above about 30%; inactive means the rest.

compound	TRHR agonist	D1 ag	TRHR PAM	D2 antagonist	D1 antag	D1 PAM	RXFP1 antag	D2 ag	D2 PAM
Cc1cccc(NC(=S)NN(Cc2ccccc2)c2ccccc2)c1C	2.7	1	-12	nt	2	-3	-2	nt	nt
CCOC(=O)CSc1nnc(SCCN2C(=O)c3ccccc3C2=O)s1	-0.3	1	-2	nt	-1	-8	12	nt	nt
Cc1ccc(NS(=O)(=O)c2cccc(C(=O)O)c2)c(C)c1	0.0	3	2	13	0	0	-5	-0.1	13
O=C(NC1CCCCC1)c1cc2c(Cl)nc3ccccc3c2s1	0.0	3	4	nt	0	-2	nt	0.8	-7
COc1cccc(N2CC(C(=O)NCc3n[nH]c(=O)c4ccccc34)CC2=O)c1 (stereo not drawn)	0.8	1	2	2	3	-6	-3	0.6	-5
O=C(NC(=S)Nc1ccc(Br)c(Cl)c1)C1CC1	-0.2	4	2	6	-36*	-5	-9	0.4	4
CCOc1ccccc1CNc1ccc(N2CCOCC2)c(C(=O)O)c1	0.2	1	-4	-8	-1	1	22	0.1	-2
CCOc1ccc(CN(C)C(=O)CNC(=O)c2ccc(Br)o2)cc1OC	-0.4	1	6	6	-23	1	-4	-0.2	8
COc1ccc(NC(=O)C2=CC(c3ccc4c(c3)OCO4)=NS(=O)(=O)N2C)cc1OC	0.5	2	3	nt	16	-1	-18	nt	4
CCOC(=O)N/N=C1\CC(C)CC(C)(C)C1 (stereo not drawn)	-1.1	6	-1	7	-3	-1	0	-0.8	1
O=S(=O)(Nc1ccc(O)c(NS(=O)(=O)c2ccccc2)c1)c1ccccc1	-0.6	1	7	3	4	-6	-7	0.2	-12
COc1ccc(CCNC2CCC(c3ccccc3)CC2)cc1 (stereo not drawn)	1.2	19	5	78*	-15	-5	-27	36*	-15
COc1ccc(NC(=O)c2nnn(Cc3nc(-c4cc(OC)c(OC)c(OC)c4)oc3C)c2C)cc1Cl	-1.7	1	22	nt	-1	0	nt	-0.2	-10
CCOc1ccc(N(CC(=O)O)S(=O)(=O)c2cccnc2)cc1	0.3	4	2	-6	-16	nt	3	0.4	-2
O=C(CSc1nnc(-c2ccco2)o1)c1ccc[nH]1	0.6	8	-4	-11	-14	-8	-22	-0.3	2
CCn1c(CSc2nc(C)cs2)nc2cc(S(=O)(=O)N(C)C)ccc21	-0.9	1	-3	-1	8	-4	-8	-0.4	-8
Cc1ccc(C(=O)Nc2cnc3ccccc3c2)cc1	-0.2	1	-1	7	1	-2	-10	-0.3	3
Cc1ccc(-c2nc(=O)[nH]c3ccc(Br)cc23)cc1	-1.2	0	-3	nt	9	7	-8	nt	nt
Cc1n[nH]c(=O)c2ccccc12	-0.4	3	-5	0	-4	7	-3	0.6	2
CCOC(=O)Cc1csc(SCC(=O)N(CC(C)C)c2c(N)n(Cc3ccccc3)c(=O)[nH]c2=O)n1	-0.4	0	-7	10	7	-2	-14	0.4	7
CCc1cc2c(=O)[nH]c(N3CCOCC3)nc2s1	0.6	0	-6	-20	2	6	-3	-0.1	14
O=C(NCCCN1CCOCC1)c1ccc2nc(Cc3ccccc3F)oc2c1	1.6	2	20	12	-1	-3	-11	-0.1	5
Cc1ccc(Cl)cc1N1CCN(C(=O)Cn2ccc3ccccc3c2=O)CC1	-0.1	6	-6	-2	-12	-1	-11	-0.5	2
CCCOc1ccc(-c2nn(-c3ccccc3)cc2C2NC(=O)NC(C)=C2C(=O)OC)cc1C (stereo not drawn)	0.8	7	3	nt	10	1	nt	-1.6	-2
COCCNC(=O)CCCn1c(=O)c2cc(OC)c(OC)cc2n(CC(=O)Nc2ccc(C)c(F)c2)c1=O	-0.8	4	-3	-9	4	0	1	-0.1	2
COc1cc(NS(=O)(=O)c2ccc(NC(=O)C3CCCO3)cc2)nc(OC)n1 (stereo not drawn)	0.2	1	-3	-1	1	-4	-13	0.4	5
O=[N+]([O-])c1ccc2[nH]c(O)c(N=NC(=S)NCC3CCCO3)c2c1 (stereo not drawn)	-0.5	0	8	nt	6	-4	-9	nt	nt
COc1cc2cc(Oc3ccc4ccc(=O)oc4c3)c(=O)oc2cc1OC(=O)C=C(C)C	-0.1	-2	2	-18	-4	-4	nt	0.3	-14
Cc1ccc(S(=O)(=O)N(C)c2nc3ccccc3n3c(C(C)C)nnc23)cc1	-1.0	-1	21	-8	18	0	-4	0.3	14
O=C(NCCCn1ccnc1)C(=O)NCC1OCCN1S(=O)(=O)c1ccc(F)cc1 (stereo not drawn)	0.0	-2	2	-4	6	-4	10	0.6	0
COc1ccc(NC(=O)Cn2ncn3c(cc4ccccc43)c2=O)c(OC)c1OC	0.0	4	-5	11	-1	-2	12	0.4	-4
O=C(Cn1nnc(-c2cccc(C(F)(F)F)c2)n1)N1CCCCCC1	0.1	0	5	-5	-15	1	-10	-1.1	3
CN(C)C(CNC(=O)c1cccc(C(F)(F)F)c1)c1ccco1 (stereo not drawn)	0.2	2	2	31*	4	-2	3	0.3	-33
Cc1cccc(Nc2c(F)c(F)c(F)c(F)c2C(=O)O)c1	-1.6	2	1	nt	-22	-10	-4	nt	6
CCOc1ccc(CNC(=O)Cn2c(=O)c3cccn3c3ccccc32)cc1	-1.1&1.5	3&28	-10&-13	2	-1&-18	3&-1	29&9	-0.5&1.4	-4&6
COc1ccc(Nc2cc(C(=O)NCCCN3CCOCC3)c3ccccc3n2)cc1OC	0.4	1	-5	30*	4	2	-16	0.1	-5
O=C(OCC(=O)c1c[nH]c2ccccc12)c1cc(Br)ccc1O	0.5	3	5	-10	-3	9	?	0.6	3
O=C(Nn1cnnc1)c1ccc([N+](=O)[O-])cc1	0.3	0	2	-5	-3	-1	?	0.2	-3
COc1ccc(NC(=S)NCc2cccs2)c(OC)c1	0.1	2	5	12	-12	0	-4	0.1	10
O=S(=O)(c1ccc(F)cc1)N1CCN(Cc2cc3c(cc2Br)OCCO3)CC1	0.5	2	6	-18	19	1	-1	-0.2	11
COc1cc2c(cc1OC)CN(C(=O)c1ccc(OC)c([N+](=O)[O-])c1)CC2	-0.7	0	-3	8	4	-3	-6	-0.9	5
CC(C)c1c(O)cc(-c2ccncc2)n(-c2ccc(Cl)cc2)c1=O	-0.2	5	2	-10	-9	0	0	0.1	5
COc1ccc(C(=O)NCc2ccc(-c3nc4ccccc4s3)cc2)cc1OC	0.0	3	9	1	-12	-1	-21	0.0	2
CC12CN3CC(C)(CN(C1)C3c1cc(Br)ccc1O)C2=O (stereo not drawn)	-0.2	0	1	-4	0	-5	5	0.2	-5
Cc1ccc(CSc2nnc(NC(=O)C3=COCCO3)s2)cc1	1.1	7	-2	-12	-12	4	-10	0.6	8
O=C(CNC1CCCC1)Nc1cc(Cl)ccc1[N+](=O)[O-]	-0.6	2	-5	-9	13	-3	-2	0.8	-4
Cc1ccc(Cl)cc1-n1ncc2c(N3CCC(C)CC3)ncnc21	-0.6	0	3	nt	10	0	-27	1.9	2
O=C(Nc1ccncc1)Nc1ccncc1	0.9	5	1	3	-18	3	-16	2.3	7
Cc1cccc(NC(=O)Nc2ccc(C)cc2Br)c1	0.4	0	-5	0	-3	-7	nt	-0.2	-4
CCOc1ccc(-n2c(SCC(N)=O)nnc2-c2cccnc2)cc1	0.8	3	6	-19	9	-2	2	0.3	-11
Cc1ccc2c(c1)NC(=O)c1cccnc1O2	0.4	1	3	nt	6	1	-9	0.6	26
CCOC(=O)N1CCN(C(=O)c2ccc(CS(=O)(=O)c3ccccc3OC)o2)CC1	0.1	0	8	-11	35	-4	-7	1.0	6
Cc1nc(-c2ccccc2)sc1CCNC(=O)c1ccco1	-0.2	0	-5	nt	12	-4	nt	0.9	10
Cc1ccc2onc(CC(=O)N(C)c3ccccc3)c2c1	0.2	2	-1	nt	1	-1	-3	-0.6	1
CCCc1cc(C(=O)NNC(=S)NCC2CCCO2)cs1 (stereo not drawn)	-2.4	3	1	-11	0	1	-6	-1.6	-4
CC12CC3(C)CC(C)(C1)CC(C(=O)NCc1ccccn1)(C2)C3	0.1	-1	9	-6	nt	1	-2	1.2	13
Cc1ccc(C)c(NC(=O)CCN2C(=O)c3ccccc3C2=O)c1	0.3	3	-6	-7	-11	-3	-3	18	-9
Cc1ccc(NC(=S)N2CCC(C(N)=O)(N3CCCCC3)CC2)c(C)c1	0.8	0	3	-6	1	-4	-12	-0.2	-1
CCOC(=O)N1CCC(NC(=O)Cn2cccc2C(=O)c2ccccc2C)CC1	-0.8	2	-2	5	20	0	-11	0.7	8
COc1ccc(S(=O)(=O)N2CCCCCC2)cc1NC(=O)c1ccccc1S(C)(=O)=O	0.1	1	0	-6	10	-8	-2	1.1	8

Next section:
compound	TRHR agonist	D1 ag	TRHR PAM	D2 antagonist	D1 antag	D1 PAM	RXFP1 antag	D2 ag	D2 PAM
CCO[C@H]1OC(C(=O)N2CCN(Cc3ccc4c(c3)OCO4)CC2)=C[C@@H](C)[C@@H]1CCCO	-0.3	-5	-5	-1	0	2	nt	0.7	0
CCOC(=O)C1CCN(C(=O)c2sccc2Cl)CC1	-0.3	4	-1	-12	7	0	-18	-0.1	-7
COc1cccc(C(=O)Nc2nc(SCc3ccc(Cl)cc3)n[nH]2)c1	1.4	7	-3	19	-4	2	-10	-0.5	-9
CN1CC(=O)NC1=NC(=O)C12CC3CC(CC(C3)C1)C2	0.4	0	-2	2	13	-2	-11	0.7	6
CC(C)(C)C(=O)COC(=O)C1=NN(c2ccccc2)C(=O)CC1	-0.2	0	-4	-6	8	3	-6	2.4	22
Cn1c(=O)oc2cc(S(=O)(=O)NC3CCCc4ccccc43)ccc21 (stereo not drawn)	0.5	20	1	23	-36*	nt	-4	-1.1	4
CN(C)S(=O)(=O)c1cccc(NC(=O)c2ccc(S(=O)(=O)N3CCCCC3)cc2)c1	-0.1	-1	-3	11	-4	3	-18	-0.3	-17
O=C(C[n+]1ccc2ccccc2c1)c1cccc2ccccc12	0.4	0	-3	-7	-1	3	-6	-0.7	-5
CC(OC(=O)Cc1c(F)cccc1Cl)C(=O)NC1(C#N)CCCCC1 (stereo not drawn)	-0.2	1	8	15	0	4	-2	0.3	-14
